# Screens as filed in PubChem BioAssay.
# NR2E3 ag-1 – activates human photoreceptor nuclear receptor NR2E3; 0.12% of 320,000 active; AID 2300; inhibition of corepressor binding, % at 4.78 µM; GST-NR2E3/biotin-RetCOR TR-FRET, 1536-well;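 active means percent inhibition above the cutoff of mean plus 3 SD of all tested compounds, set per screening campaign, cut at about 20% in these data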;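 further: 0% = DMSO wells and 100% = biotin wells as full block of FRET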
#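 Material – GST-tagged NR2E3 plus biotinylated RetCOR corepressor · Quantity – NR2E3 fusion 1.35 nM · Times – 5 h incubation at 4 °C · Medium – pH 7.5 Tris-based buffer · Technique – TR-FRET, Eu(K)-anti-GST donor, streptavidin-D2 acceptor, ex 340, em 617/671 nm · Benchmarks – high control biotin, low control 0.6% DMSO · Format – 1536-well plates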
# NR2E3 ag-2 – human photoreceptor-specific nuclear receptor agonism; AID 602229; CHO-S Gal4-NCOR/VP16-NR2E3 two-hybrid, luciferase; inhibition of corepressor binding, % at 3.98 µM; 0.35% of 360,000 active;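 active means inhibition above the mean of all tested compounds plus 3 SD, cut at about 70% in these data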;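 further: 0% = DMSO with NR2E3 transfected cells and 100% = cells lacking NR2E3 construct; higher means lower luciferase signal from less NR2E3 corepressor binding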
# Shn3 inh set2 – Schnurri-3 reporter inhibition in Clone20 osteoblasts | Clone20 osteoblast Shn3 3'UTR firefly luciferase, 24 h | inhibition, % at 12.5 µM | 0.52% of 360,000 active;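 active means mean inhibition of at least 75% with every replicate also reaching 75%; inconclusive means mean inhibition at least 75% but some replicate below; inactive means mean inhibition below 75%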;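 further: 0% = median of neutral control wells and 100% = pilot-screen positive control compound; some compounds past the cut are filed as inactive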
# iPSC survival up – hiPSC single-cell survival enhancement | survival enhancement, % at 20 µM | 0.044% of 360,000 active | ATPlite luminescence; 100% = ROCK inhibitor wells, 0% = DMSO; in the data active means survival enhancement above about 18%;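 further: cells exposed to compounds for 16 hours before the ATP read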
# Peg3 promoter – inhibitors of Peg3 promoter. inhibition, % at 20 µM. HeLa PEG-Prom luciferase reporter, luminescence, overnight. AID 588405. 1.7% of 360,000 active;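 active means inhibition of at least 50% at 20 µM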
# m5-HT2A agonist – activates the mouse 5-HT2A serotonin receptor | P35363 | CHO-K1 mHTR2A beta-arrestin complementation, luminescence; percent of 30 µM serotonin response | activation, % at 7.6 µM | 0.66% of 360,000 active | AID 624169;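 active means activation above a run cutoff, the mean activation of all tested compounds plus 3 SD, cut at about 14% in these data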;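 further: 0% = plate median of compound wells and 100% = 30 µM serotonin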
# Target sequence (P35363 whole entry, looked up): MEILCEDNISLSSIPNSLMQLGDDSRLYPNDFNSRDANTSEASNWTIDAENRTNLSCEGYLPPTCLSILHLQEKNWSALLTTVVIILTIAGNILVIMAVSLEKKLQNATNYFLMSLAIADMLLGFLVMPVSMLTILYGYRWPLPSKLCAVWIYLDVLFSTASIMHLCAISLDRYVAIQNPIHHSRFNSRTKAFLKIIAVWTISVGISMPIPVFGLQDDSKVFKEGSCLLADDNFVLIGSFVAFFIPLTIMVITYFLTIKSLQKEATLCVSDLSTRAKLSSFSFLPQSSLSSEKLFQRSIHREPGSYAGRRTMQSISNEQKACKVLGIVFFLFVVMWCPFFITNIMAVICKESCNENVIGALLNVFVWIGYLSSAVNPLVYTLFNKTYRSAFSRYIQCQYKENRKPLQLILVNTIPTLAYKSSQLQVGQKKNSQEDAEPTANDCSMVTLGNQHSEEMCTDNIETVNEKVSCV
# H9c2 protect – myocardial damage modulation in H9c2 cells | H9c2 cardiomyocytes, H2O2 injury protection, ATPLite, 2 h | protection from H2O2 cell death, % at 20 µM | 0.63% of 360,000 active | AID 588492;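 active means compounds giving at least 50% protection of heart cells from peroxide-induced death in the single-dose screen, raw or plate-pattern-corrected value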;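 further: 0% = DMSO wells with peroxide and 100% = DMSO wells without peroxide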
# TRPM1 prom inh – inhibitors of MITF-driven TRPM1 promoter in melanoma cells. SK-MEL-5 TRPM1 promoter luciferase, 24 h. inhibition, % at 12.5 µM. 0.83% of 330,000 active. AID 488899;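 active means mean inhibition across replicates of 60% or more, whatever share of single replicates reaches that level; inconclusive means some that reach 60%, reason not given; inactive means mean inhibition across replicates below 60%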; further: values of inactives mirror those of a sister screen read the other way
# PDI inh – PDI (human) enzyme inhibition. P07237. PDI insulin aggregation turbidity, A650, 90 min. inhibition, % at 10 µM. 0.052% of 350,000 active. AID 588391;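 active means mean inhibition across replicates of 30% or more, whatever share of single replicates reach that level; inconclusive means mean inhibition below 30% while every single replicate reaches 30%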;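 further: absorbance from insulin aggregation driven by PDI reduction with DTT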
# Target sequence (P07237 whole entry, looked up): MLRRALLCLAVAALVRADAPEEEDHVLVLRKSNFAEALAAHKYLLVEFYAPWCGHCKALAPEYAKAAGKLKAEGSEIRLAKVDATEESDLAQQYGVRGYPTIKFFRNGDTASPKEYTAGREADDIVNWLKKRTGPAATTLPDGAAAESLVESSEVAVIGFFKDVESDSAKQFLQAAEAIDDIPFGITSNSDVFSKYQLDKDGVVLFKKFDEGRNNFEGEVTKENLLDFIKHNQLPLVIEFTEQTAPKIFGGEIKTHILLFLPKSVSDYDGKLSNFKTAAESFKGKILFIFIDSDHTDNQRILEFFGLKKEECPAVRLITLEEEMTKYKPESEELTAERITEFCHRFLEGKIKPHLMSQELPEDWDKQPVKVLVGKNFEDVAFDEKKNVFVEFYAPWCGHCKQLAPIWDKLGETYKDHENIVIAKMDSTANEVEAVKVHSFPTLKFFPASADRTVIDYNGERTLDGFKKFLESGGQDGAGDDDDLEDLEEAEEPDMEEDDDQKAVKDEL
# CaV13 FRET inh – Primary screen for inhibitors of IQ motif and Ca2+-dependent inactivation inhibitor domain binding in CACNA1D, Förster resonance energy transfer in living cells, …; 0.098% of 340,000 active; inhibition, % at 12.3 µM; HEK cells, CFP/YFP FRET ICDI-IQ, plate reader, 10 min; percent FRET-ratio fall versus neutral wells; AID 743397;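 active means mean replicate inhibition of at least 30% and at least 1% of replicates passing that level; inconclusive means only one of the two criteria is met; inactive means neither criterion is met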;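 further: 0% = median of the neutral control wells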
# HIF-2a block – blocks HIF-2a reporter activity; 786-0 RCC cells HIF-2a reporter, luciferase luminescence, overnight; inhibition, % at 18.8 µM; 0.72% of 360,000 active;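 active means inhibition of the luminescence signal of 40% or more relative to plate controls, in a single-dose primary screen at 18.75 µM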
# The depositor's hits bear a star; ? = inconclusive; · = no result given.
SMILES,NR2E3 ag-1,NR2E3 ag-2,Shn3 inh set2,iPSC survival up,Peg3 promoter,m5-HT2A agonist,H9c2 protect,TRPM1 prom inh,PDI inh,CaV13 FRET inh,HIF-2a block
CCOc1cc(/C=N\Nc2nc(Nc3ccccc3)nc(N3CCOCC3)n2)ccc1OC(=O)c1ccco1,-3,38,29,-1.3,-18,-2,27,-67,-1,-5,-116
CCn1ncc(CN2CCCC(C(=O)c3cccc(OC(C)C)c3)C2)c1C (configuration not stated),-2,6,-1,-0.6,15,-1,-3,13,-8,-2,17
C/C(CC(C)C)=N/Nc1ccc([N+](=O)[O-])cc1[N+](=O)[O-],3,-7,32,1.9,-2,-3,-12,12,-1,-15,10
COc1ccc(NC(=O)c2cc(S(=O)(=O)N3CCc4ccccc43)cn2C)cc1OC,3,-40,-20,-1.9,12,-4,6,·,·,-6,13
Cn1c(C(=O)N2CCCC(C(=O)NCCCc3ccccc3)C2)cc2sccc21 (configuration not stated),4,-6,31,-0.6,-6,-2,-6,20,11,·,-68
CC(CCN1C(N(C)C)=NC[C@@H]1C)c1ccccc1 (some centres not stated),4,-1,23,5.0,2,1,-3,-7,-2,-11,11
O=C(Nc1nc2cc3c(cc2s1)OCO3)C1=COCCO1,-1,-43,73,-3.9,62*,-1,-30,83*,·,-9,55*
COC(=O)c1ccccc1NC(=O)N1CCN(c2ccccc2)CC1,2,-7,21,-0.7,6,0,2,9,-1,-5,-9
CC(=O)c1cccc(N=C2C(=O)Nc3ccccc32)c1,0,11,-11,3.4,11,-5,21,20,20,-3,-8
N#C/C(=C\C1=C(N2CCOCC2)C(=C\c2ccccc2)/CC1)C(=O)Nc1ccccc1F,·,3,79,-3.2,-49,0,-6,10,-10,-19,5
O=C(Nc1ccc2c(c1)OCO2)c1ccc(N2CCCC2)c([N+](=O)[O-])c1,-3,-37,-28,1.7,-111,-5,-8,-65,-17,-18,-235
O=C(Cn1c(=O)oc2ccccc21)Nc1ccc(Cl)cc1Cl,0,10,-16,0.1,-4,-3,6,-12,-3,-20,2
O=C(OCCn1c(=S)sc2ccccc21)c1ccccc1,·,-85,-23,0.1,-392,-5,-10,-53,-10,-11,-144
Cc1c(CN2CCCCC2)c(O)n(CCO)c(=O)c1C#N,-3,-26,-13,-1.5,1,3,-1,2,1,-9,6
O=C(Cn1cnc2cc([N+](=O)[O-])ccc2c1=O)NC1CCS(=O)(=O)C1 (configuration not stated),0,-12,-2,-0.2,11,6,9,0,-6,-7,-2

# Single records (already shown). Order of values: NR2E3 ag-1, NR2E3 ag-2, Shn3 inh set2, iPSC survival up, Peg3 promoter, m5-HT2A agonist, H9c2 protect, TRPM1 prom inh, PDI inh, CaV13 FRET inh, HIF-2a block
# COC(=O)c1ccccc1NC(=O)N1CCN(c2ccccc2)CC1 is listed with 2, -7, 21, -0.7, 6, 0, 2, 9, -1, -5, -9
# CC(CCN1C(N(C)C)=NC[C@@H]1C)c1ccccc1 (some centres not stated) is listed with 4, -1, 23, 5.0, 2, 1, -3, -7, -2, -11, 11
# O=C(Cn1c(=O)oc2ccccc21)Nc1ccc(Cl)cc1Cl is listed with 0, 10, -16, 0.1, -4, -3, 6, -12, -3, -20, 2

# Later entries
SMILES,NR2E3 ag-1,NR2E3 ag-2,Shn3 inh set2,iPSC survival up,Peg3 promoter,m5-HT2A agonist,H9c2 protect,TRPM1 prom inh,PDI inh,CaV13 FRET inh,HIF-2a block
CC(=O)NC(CCS(C)(=O)=O)C(=O)Nc1cccc(C)c1C (configuration not stated),0,6,-4,-2.3,20,-5,4,·,·,-3,11
Cn1ccc(C(=O)OCC(=O)Nc2cccc(Cl)c2)n1,5,-11,4,-0.2,4,1,-1,-2,-2,-3,1
CCC(=O)Nc1nc2cc(OC)ccc2s1,-2,-78,-13,0.2,-282,1,0,-35,3,-6,-226
O=[N+]([O-])c1ccc(COc2ccc(Br)cc2CN2CCOCC2)cc1,0,-28,-11,-2.7,-23,-3,9,-9,2,-5,-15
CCC(=O)NN1CCN(c2ccncc2S(=O)(=O)N2CCCCC2)CC1,-2,-15,13,-0.1,16,4,-1,1,-6,-5,15
CN1C2=NCCN2C(=O)c2cc(Cl)ccc21,4,21,11,-0.4,4,-3,-1,-7,18,-5,11
Cc1cccc(/C=N\N=C\c2cccc(C)c2)c1,6,-1,-19,-0.3,-67,5,-3,-34,0,-1,-60
Cc1nc(C(=O)NCCCO)cc2c1[nH]c1ccccc12,0,-18,-16,-0.4,3,-10,4,1,0,-3,-20
O=C(Nc1ccc(N2CCOCC2)nc1)c1ccc(F)cc1,-4,-22,-47,10,-95,4,-1,-50,1,-6,-120
CC(C)C(c1nnnn1CCc1ccccc1)N1CCC(C(N)=O)CC1 (configuration not stated),-3,-27,2,0.0,8,-2,-4,2,0,-3,15
O=C(CO/N=C/c1ccc2c(c1)OCO2)Nc1cccc(Br)c1,4,4,-17,1.4,8,0,-18,-11,2,-2,11
CC(C)(Oc1ccc(Cl)cc1)C(=O)Nc1ncccn1,2,12,3,-2.2,1,5,2,-4,-8,-5,20
O=C(COc1ccc(Br)cc1)NCc1cn2ccccc2n1,1,10,7,0.8,-55,4,-2,-6,7,-7,-41
Cc1ccc(OCC(=O)NCCCNC(=O)COc2ccc(C)cc2)cc1,·,-18,-1,0.2,6,-4,-1,1,-2,-6,15
COc1ccc(-c2cc(C(=O)NC3CCCC3)no2)cc1OC,-1,-23,-34,-0.7,-161,-1,1,-41,2,·,-102
O=c1[nH]c(CSc2ncnc3sccc23)nc2ccccc12,6,-34,3,1.7,-49,-4,20,-13,0,-2,-113
O=C(O)c1c(-c2ccccc2)c2oc3ccccc3c2[nH]c1=O,3,15,11,0.3,-6,-3,1,1,-3,-4,-12
CCCCCOc1ccc(NC(=O)C(=O)NCCCn2ccnc2)cc1,-1,10,59,-0.6,11,-4,-10,9,-5,-6,24
CC(NC(=O)Cn1cc2c(n1)CCCCC2)c1ccccc1 (configuration not stated),-3,-27,-16,2.0,0,8,0,3,·,-2,-15
CCOc1ccccc1C(=O)NCCCCCC(=O)O,0,-7,-1,6.1,-6,1,9,-7,-4,·,14
Cc1ccc(/C=C/C(=O)Nc2cc(C)on2)cc1,-1,-13,-96,0.9,-142,-3,1,-70,2,-5,-166
O=C(N/N=C/c1cc(Br)ccc1O)C(c1ccncc1)N1CCOCC1 (configuration not stated),-5,-9,83,0.7,39,-1,42,31,-1,-3,9
O=C(NNC(=S)Nc1ccc(OC(F)F)cc1)c1cc2c(s1)CCCC2,0,-25,-12,-2.3,-69,-2,4,2,-4,-16,-57
CCCC1=C(C(=O)OCC)C(c2ccncc2)n2ncnc2N1 (configuration not stated),3,-30,1,4.3,11,2,0,-4,-2,-7,7
O=C(Nc1cccc(Cl)c1)Nc1ccccc1-n1ccnc1,3,-17,2,2.5,13,1,-1,4,-3,-3,-13
C(#Cc1ccccc1)C[N+]1(CC#Cc2cccc3ccccc23)CCCC1,-2,-5,84,0.4,25,-3,-24,?,19,-17,23
CCC1(c2ccccc2)NC(=O)N(CC(=O)Nc2cc(S(=O)(=O)N3CCCCC3)ccc2N(C)C)C1=O (configuration not stated),3,0,5,-0.2,14,7,2,2,0,-6,27
CCOc1ccccc1OCCOc1ccc(F)cc1,5,-50,-15,-3.7,-14,-4,-3,-13,10,·,-17
CC(Nc1nc(-c2ccc(F)cc2)cs1)c1nc2cc(Cl)c(N3CCCCC3)cc2n1CCCO (configuration not stated),-1,-2,20,2.5,15,-3,-18,3,-3,-13,3
COc1ccc(N2CCN(C(=O)CSc3nc(C)cs3)CC2)cc1,2,1,1,-0.1,0,3,-1,2,-5,-6,-4
O=C(/C=C/c1cccs1)NCc1ccccc1,2,-19,-27,-0.7,-81,-2,2,-36,4,-5,-124
Cc1cc(C)n(CCNC(=O)c2ccco2)n1,6,-13,-2,-0.4,23,2,-3,3,-10,-3,12
CCc1ccccc1NC(=O)CN1C(=O)C2CCCN2c2ncc(Cl)cc21 (configuration not stated),-2,-19,12,-4.3,25,-3,4,0,1,·,5
O=C(NCCO)c1nc(C(=O)c2ccccc2)c2ccccc2n1,5,-16,-7,0.3,8,-7,2,12,-3,-11,16
CC(C)c1c(C(=O)N/N=C/c2ccccc2OCc2c(F)cccc2Cl)nnn1-c1nonc1N,3,-48,24,-0.5,23,4,-3,25,3,-2,23
Cc1ccc(S(=O)(=O)N2CCN(c3cc4c(cc3[N+](=O)[O-])n(C)c(=O)n4C)CC2)cc1,-6,21,47,-0.1,39,5,6,12,3,-9,-37
O=S(=O)(c1ccc(F)cc1F)N1CCCN(c2ccc(C(F)(F)F)cn2)CC1,0,3,13,-0.6,7,-3,-2,3,-6,-4,15
O=C(COC(=O)[C@@H]1CCCN1C(=O)c1cccs1)Nc1ccc(Br)cc1,·,1,-8,2.0,1,-4,-11,-3,4,-6,2
Cc1ccc(S(=O)(=O)NN=C2CC3CC2C2CCCC32)cc1 (configuration not stated),·,4,-1,-0.4,-8,0,-2,·,3,-6,10
Cc1cc(N2CCCCC2)nc2ccccc12,-2,7,7,-0.6,-21,0,10,-5,11,-1,-9
c1cc2c3c(cccc3c1)NC1(CCCC1)N2,·,-20,-5,-1.7,5,2,-10,27,-4,-6,1
COc1cc2c(C(=O)N3CCN(c4cccc(Cl)c4)CC3)cn(CC(C)C)c(=O)c2cc1OC,2,12,4,-2.2,35,-2,10,-13,-1,-5,12
COC(=O)CN1C(C)=Nc2ccc(C)cc2C1c1ccccc1 (configuration not stated),-1,-12,2,0.0,-1,-6,7,9,3,-10,-6
CCOC(=O)[C@@H]1[C@H]2COc3ccccc3[C@H]2N2C(=O)N(c3ccc(C(F)(F)F)cc3)C(=O)[C@]12C,-1,19,15,6.9,-53,-2,-19,9,-2,-6,-9
O=C(N/N=C/c1cccnc1)c1cccc(N2CCCC2=O)c1,4,-67,-12,-0.5,-23,-1,-6,-33,0,-5,-64
Cc1cccc(C(=O)NC(C)C(c2cccs2)N2CCOCC2)c1 (configuration not stated),0,4,-1,-0.3,5,4,6,9,-1,-5,17
O=C(Nc1nnc(C2=COCCO2)o1)c1ccc(S(=O)(=O)N2CCCCC2)cc1,4,-10,-10,-2.5,4,0,13,22,23,-4,5
O=C(NC1=NCCS1)NC12CC3CC(CC(C3)C1)C2,3,-6,-17,2.3,-11,0,0,2,-2,·,-10
Cc1ccc2c(c1)C1C[N+](C)(CC(=O)Nc3ccccc3Cl)CCC1N2C(=O)c1ccccc1Cl (configuration not stated),·,-12,5,0.5,-14,0,-3,13,7,-6,2
